Vif-APOBEC3F blk: qHTS for Inhibitors of Vif-A3F Interactions: qHTS; HeLa A3F-eYFP + Vif (tagged APOBEC3F with the HIV-1 protein that degrades it), YFP fluorescence increase; Potency, µM (doses to about 46.1 µM), inactives show at the top dose activity, negative = active; actives 0.2% (n = 390,000); AID 602313, 2012; further: potency means the concentration at half of the fitted maximal effect; % of control where 0% means no effect; nearly all actives have a fitted effect of over 65% in size
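HeLa cells stably expressing A3F-eYFP plus Vif, plated and incubated overnight at 37 deg C, then exposed to compounds overnight at 37 deg C. Blocked degradation read as raised yellow fluorescence (Ex 488/Em 500-530).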
D1 antag: Antagonist of Human D 1 Dopamine Receptor: qHTS. D(1A) dopamine receptor (Homo sapiens), P21728. actives 3.2% (n = 360,000). HEK293 TREx D1 cells, calcium flux, dopamine EC80; stronger effect = lower value. activity change, negative = inhibition, % at 10 µM. AID 504652, 2011; in the data active means activity change below about -30%; further: on the % scale 0 is the no-effect control and ±100 the full control effect
Target sequence (P21728 whole entry, looked up): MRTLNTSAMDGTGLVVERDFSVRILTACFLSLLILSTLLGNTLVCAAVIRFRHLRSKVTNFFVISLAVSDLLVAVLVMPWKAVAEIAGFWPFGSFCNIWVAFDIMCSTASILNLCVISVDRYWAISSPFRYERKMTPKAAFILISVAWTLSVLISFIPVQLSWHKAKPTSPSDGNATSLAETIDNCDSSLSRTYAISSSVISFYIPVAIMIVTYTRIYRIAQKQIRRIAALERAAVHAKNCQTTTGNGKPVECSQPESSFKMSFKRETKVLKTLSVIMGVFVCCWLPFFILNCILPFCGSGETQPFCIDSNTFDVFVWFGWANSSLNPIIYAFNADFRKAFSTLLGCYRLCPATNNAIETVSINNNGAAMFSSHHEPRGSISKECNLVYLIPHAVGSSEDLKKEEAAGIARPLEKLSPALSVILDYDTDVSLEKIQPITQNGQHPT
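HEK293 T-REx cells expressing inducible, force-coupled D1 receptor; no-wash Ca dye, 30–90 min RT. Cmpd → 180 s read at 1 Hz → EC80 DA → 180 s read.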
RXFP1 agonist: qHTS Assay for Agonists of the Relaxin Receptor RXFP1; HEK293T-RXFP1 cAMP TR-FRET, 30 min; response scale: percent of porcine relaxin response, buffer zero; Potency, µM (series often up to 57.5 µM), for the others: at the top dose activation, actives largely listed as activators; actives 0.3% (n = 370,000); AID 2676, 2010; further: potency means the concentration at half of the fitted maximal effect; on the % scale 0 is the no-effect control and ±100 the full control effect; nearly all actives have a fitted effect of over 60% in size; many of its hits are not listed in these tables
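HEK293T cells stably expressing RXFP1 were pretreated with the PDE4 inhibitor Ro 20174, exposed to compounds for 30 min at 37C, lysed, and cAMP was read by TR-FRET. Data normalized to buffer (basal) and 29 nM porcine relaxin (100%).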
LDHA block: qHTS assay for inhibitors of human lactate dehydrogenase | L-lactate dehydrogenase A chain (Homo sapiens), P00338 | purified LDHA, NADH/diaphorase-resazurin fluorescence; stronger effect = lower value | activity change, % (values are at about 110 or 230 µM) | actives 0.15% (n = 480,000) | AID 1347041, 2019; in the data active means activity change below about -30%;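 further: plate controls were DMSO wells for no effect and wells without enzyme for full effect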
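Resorufin fluorescence (ex540/em590), read at 0 and 20 min after diaphorase/resazurin addition, reports the NADH left after a 5 min room-temperature reaction of 2 nM human LDH5 with 0.06 mM NADH and 0.2 mM pyruvate.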
D2 potentiator: HTS Assay for Positive Allosteric Modulators of the Human D2 Dopamine Receptor: Primary Screen for Potentiators; D(2) dopamine receptor (Homo sapiens), P14416; HEK293 T-REx D2, calcium flux, EC20 dopamine potentiation; actives 0.34% (n = 340,000); potentiation, % at 10 µM;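 active means potentiation over 3 SD above the plate norm, cut at about 30% in these data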; further: 0% is about no effect
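Potentiation of an EC20 dopamine calcium response is measured in a force-coupled, tetracycline-inducible Hek293 Trex D2 line. Compound-only kinetic reads over 180 s flag agonists before dopamine addition.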
D1 potentiator: Potentiators of Human D1 Dopamine Receptor: qHTS. actives 0.036% (n = 360,000). HEK293 TREx D1 cells, calcium flux, dopamine EC20 potentiation. potentiation, % at 10 µM; in the data active means potentiation above about 30%; further: 0% is about no effect
D1 agonist: Allosteric Agonists of the Human D1 Dopamine Receptor: qHTS | actives 1% (n = 360,000) | AID 504660, 2011 | D(1A) dopamine receptor (Homo sapiens), P21728 | activation, % at 2 µM | HEK293 T-REx D1 cells, calcium flux, agonist mode; in the data active means activation above about 30%; further: 0% is about no effect
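Inducible HEK293 T-REx D1 cells, force-coupled to calcium signalling, were plated at 4000 cells/well with tetracycline and held overnight at 30 C. After no-wash calcium dye loading, compound-evoked calcium rise over 180 s flagged agonists.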
Glioma ERSR ind: qHTS for Inducers of the Endoplasmic Reticulum Stress Response (ERSR) in Human Glioma: qHTS; U87-MG GRP78 promoter luciferase reporter, 16 h; Potency, µM, without a hit: at the top dose activation, hits mostly activators; actives 0.02% (n = 420,000); further: potency means the concentration at half of the fitted maximal effect; series mostly up to about 76 µM; % of control where 0% means no effect; nearly all actives have a fitted effect of over 35% in size
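ERSR induction read as luciferase luminescence (Bright-Glo, 10 min at room temperature) in stably transfected human U87-MG glioma cells exposed to compounds for 16 h, using GRP78 as sensor.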
Vif-A3G inh: qHTS for Inhibitors of Vif-A3G Interactions: qHTS; AID 602310, 2012; actives 0.076% (n = 410,000); HeLa A3G-eYFP + Vif (tagged APOBEC3G with the HIV-1 protein that degrades it), YFP fluorescence, overnight; Potency, µM (titrated, usually from 46.1 µM), without a hit: top-dose activity, negative = active, hits mostly inhibitors;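 further: potency means the concentration at half of the fitted maximal effect; on the % scale 0 is the no-effect control and ±100 the full control effect; nearly all actives have a fitted effect of over 60% in size; hits raise eYFP signal because A3G escapes Vif-driven loss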
Target sequence (Q9HC16 whole entry, looked up): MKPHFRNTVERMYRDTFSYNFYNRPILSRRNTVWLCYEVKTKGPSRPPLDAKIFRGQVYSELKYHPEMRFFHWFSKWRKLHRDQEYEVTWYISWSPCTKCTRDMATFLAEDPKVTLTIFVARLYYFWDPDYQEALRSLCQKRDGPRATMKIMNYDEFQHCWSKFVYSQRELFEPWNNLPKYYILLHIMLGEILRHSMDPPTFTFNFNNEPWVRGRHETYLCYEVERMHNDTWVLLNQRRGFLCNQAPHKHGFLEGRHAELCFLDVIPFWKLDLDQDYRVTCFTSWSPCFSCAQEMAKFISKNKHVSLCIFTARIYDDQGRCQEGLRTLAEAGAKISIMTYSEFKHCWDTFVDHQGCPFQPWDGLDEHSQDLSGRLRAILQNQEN
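HeLa cells stably expressing Vif and C-terminally eYFP-tagged A3G, seeded overnight at 37 deg C, then exposed to compound by pintool overnight at 37 deg C. Rise in yellow fluorescence (Ex 488/Em 500-530, Acumen) marks blocked Vif-driven A3G degradation.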
Active calls of the source: *; · = no result given; & = joins results of further samples. Unless noted, the call rests on the fitted dose curve; in most records, active means well fitted curve in the direction sought with a large enough effect; inconclusive means small, poorly fitted or top-dose-only effect, or another doubt; inactive means no such curve, though single readings can be large; an effect the other way counts as inactive or inconclusive. These rows are one share of the data (hit frequency here may not be typical).

SMILES,Vif-A3G inh,D1 potentiator,Vif-APOBEC3F blk,Glioma ERSR ind,D2 potentiator,RXFP1 agonist,D1 antag,LDHA block,D1 agonist
O=C(O)c1ccc(O)c(N2C(=O)Nc3ccccc3N2O)c1,0%,1,0%,-7%,·,0.8%,-3,9,3
Cc1ccc2ncnc(Nc3ccc(C)c(C)c3)c2c1,-6%,-3,-3%,4%,0,1.8%,-7,-2,0
O=[N+]([O-])c1cc(CN2CCCC2)ccc1Sc1ccc(Cl)cc1,5%,6,3%,-5%,-18,0.5%,-2,0,3
Cn1c(=O)n(C)c2cc(S(=O)(=O)N3CCN(c4ccccc4)CC3)ccc21,1%,-2,8%,-2%,7,1.7%,-2,-1,1
CC(=O)c1cccc(Nc2nc(-c3ccccc3)nc3ccccc23)c1,-11%,-1,-5%,-3%,11,4.4%,-9,-9&-3,3
CCOc1ccc(NC(=S)Nc2cccnc2)cc1,-1%,3,13%,-2%,8,-4.5%,-3,1,4
CCOCCCNC(=O)c1ccccc1SC,3%,-1,1%,-5%,-2,1.7%,3,-3,-1
Cc1cc(C)nc(N(C#N)CC(=O)N(c2ccccc2)C(C)C)n1,0%,0,7%,-3%,0,2.9%,5,-12,0
O=C(C1CCN(C2CC(=O)N(Cc3ccccc3)C2=O)CC1)N1CCCCCC1 (centres undefined),1%,-2,-9%,-5%,21,-1.8%,-7,-6,6
Cc1cc(=O)oc2cc(OC(=O)c3cncc(Br)c3)ccc12,0%,-1,10%,5%,-8,0.6%,-45*,-1,4
COc1cccc(C(=O)NC2CCN(CC(=O)NCc3ccccc3OC)CC2)c1,1%,-3,7%,-1%,-12,1.3%,14,4,3
CCOC(=O)C1(C)NC(c2cc(OC)c(OC)c(OC)c2)C2C(=O)N(CC)C(=O)C21 (centres undefined),0%,-4,0%,-3%,·,0.9%,18,1,1
C[C@@H]1CN([C@H](C)CO)C(=O)CCCn2nncc2CO[C@H]1CN(C)C(=O)c1ccccc1,-1%,·,4%,-6%,·,·,·,0,·
COc1ccc(C(c2nnnn2Cc2ccccc2)N2CCN(c3nc4ccccc4s3)CC2)cc1OC (centres undefined),2%,-16,-8%,-1%,4,-0.9%,-4,-1,9
Cc1cc(-c2cccs2)c2c(n1)sc1c(=O)[nH]c(=O)[nH]c12,1%,-2,-6%,1%,1,5.0%,3,-2,0
Cc1c(C)c2cc(Cl)c(OCc3nn[nH]n3)cc2oc1=O,1%,2,1%,-4%,19,3.6%,-12,-1,2
COc1ccc(N(C)S(=O)(=O)c2cccc(C(=O)OC(C(=O)Nc3cc(C)cc(C)c3)c3ccccc3)c2)cc1 (centres undefined),-1%,-2,0%,-7%,14,1.8%,-12,-11,8
O=C(O)C1CCCN(C(=O)c2cccc3ccccc23)C1 (centres undefined),-1%,4,4%,-2%,8,3.7%,12,-3,0
Cc1cccc2c(CCNC(=O)c3ccc([N+](=O)[O-])cc3)c[nH]c12,1%,-6,1%,1%,4,-1.3%,-18,-4,0
O=C(NCC(=O)N1CCN(c2ccccc2O)CC1)c1ccc(Br)o1,0%,4,-9%,6%,-5,1.1%,3,11,4
C[C@H]1CN([C@@H](C)CO)C(=O)c2cccc(NC(=O)C3CC3)c2O[C@H]1CN(C)C(=O)Nc1ccc2c(c1)OCO2,1%,·,0%,-4%,·,·,·,2,·
O=C(Nc1cccnc1)c1ccc(NC(=O)c2ccco2)cc1,1%,-3,5%,0%,-2,1.6%,-13,-5,5
Cn1c(C=O)c(-c2ccc3c(c2)OCCO3)c2ccccc21,-20%,-4,-2%,3%,1,3.7%,·,0,4
Cc1ccc(S(=O)(=O)N(CC(=O)Nc2ccc(C(C)C)cc2)Cc2ccccc2)cc1,1%,1,2%,-3%,2,-2.7%,-14,-12,8
CSc1nnc(-c2ccc(F)cc2)o1,-1%,1,2%,1%,16,-1.0%,22,1,0

Reprinted at random: 3 compounds from above
SMILES,Vif-A3G inh,D1 potentiator,Vif-APOBEC3F blk,Glioma ERSR ind,D2 potentiator,RXFP1 agonist,D1 antag,LDHA block,D1 agonist
Cc1ccc(S(=O)(=O)N(CC(=O)Nc2ccc(C(C)C)cc2)Cc2ccccc2)cc1,1%,1,2%,-3%,2,-2.7%,-14,-12,8
CCOC(=O)C1(C)NC(c2cc(OC)c(OC)c(OC)c2)C2C(=O)N(CC)C(=O)C21 (centres undefined),0%,-4,0%,-3%,·,0.9%,18,1,1
Cn1c(=O)n(C)c2cc(S(=O)(=O)N3CCN(c4ccccc4)CC3)ccc21,1%,-2,8%,-2%,7,1.7%,-2,-1,1

Remaining list, next part:
SMILES,Vif-A3G inh,D1 potentiator,Vif-APOBEC3F blk,Glioma ERSR ind,D2 potentiator,RXFP1 agonist,D1 antag,LDHA block,D1 agonist
COc1ccc(-c2nnc3sc(COc4ccc(C)cc4)nn23)cc1,-1%,5,6%,-4%,6,3.6%,2,-1,13
COC(=O)Cc1c(C)nc2nc(NCc3ccccc3OC)[nH]n2c1=O,1%,0,5%,-10%,-6,0.7%,-8,2,2
O=C(c1ccco1)c1cc2c(ccc3ccccc32)oc1=O,-1%,-7,0%,3%,4,4.8%,-2,-7,0
Cc1ccc(Cn2nnnc2CN2CCC(NC(=O)C(C)(C)C)CC2)cc1,3%,-3,-6%,-5%,8,0.3%,0,-7,3
CCCN(CC(=O)Nc1ccccc1C)C(=O)c1ccc(C2SCCS2)cc1,-10%,-1,2%,-3%,11,0.3%,0,-1,2
O=S(Cc1ccc(Br)cc1)Cc1nnc(SCc2ccc(Cl)cc2)n1-c1ccccc1 (centres undefined),-18%,0,-18%,-5%,4,-5.5%,7,3,9
Cc1cccc(N2CCN(S(=O)(=O)c3nnc(NC(=O)c4ccc(Cl)cc4)s3)CC2)c1,4%,-2,-4%,1%,0,-3.9%,-21,0,1
COc1ccc(CCC(C)NCc2ccc(F)cc2)cc1 (centres undefined),3%,-4,10%,-2%,-14,0.9%,-9,-10,12
CCN(CC)CCCNC(=S)N1CCn2c(nc3ccccc32)C1,1%,-1,6%,-1%,-10,0.3%,-8,-4,2
O=C(NNS(=O)(=O)c1ccccc1)c1cccc(F)c1,-1%,5,-4%,-3%,-7,-5.0%,-2,2,0
Cn1c(N)c(C(=O)c2ccc(F)cc2F)c(=O)n(C)c1=O,0%,1,-4%,-5%,5,1.5%,-7,-5,-1
COCCN(C(=O)CN1CCc2ccccc21)c1c(N)n(Cc2ccccc2)c(=O)[nH]c1=O,-12%,·,-23%,-2%,2,-0.2%,4,4,7
CC(OC(=O)CCOc1ccccc1)C(=O)Nc1ccc(Cl)cn1 (centres undefined),5%,-1,-20%,0%,2,0.3%,11,1,-1
O=C(CCCN1C(=O)c2ccccc2C1=O)NC1=NCCS1,0%,-1,6%,-3%,8,1.1%,-6,-5,1
Cc1ccc(-n2cnc3c(sc4nccc(N(C)C)c43)c2=O)cc1,0%,-1,2%,4%,1,2.6%,0,-3,1
O=C(Nc1nnc(-c2ccccc2F)s1)Nc1ccccc1F,-5%,-3,4%,5%,-2,5.4%,-1,-7,2
CC(C)(CO)NS(=O)(=O)c1ccc2c(c1)Cc1cc(S(=O)(=O)NC(C)(C)CO)ccc1-2,-1%,-5,0%,-5%,-3,-1.4%,-6,-6,3
Cc1ccc(CCC(=O)Nc2nccs2)o1,-8%,1,-7%,-2%,-9,0.1%,15,-10,5
C#CCSc1nc(-c2ccccc2)cc(-c2ccccc2)c1C#N,-2%,0,2%,0%,-6,4.6%,12,-1,11
Cc1cc(C)c(S(=O)(=O)Nc2ccc3[nH]c(=O)[nH]c3c2)c(C)c1,1%,-4,-5%,-4%,3,-0.3%,-13,8,1
COc1ccc(Cl)cc1NC(=O)CN(C)C(C)C(=O)NC(=O)NC1CCCCC1 (centres undefined),0%,0,7%,-4%,3,-0.2%,-1,-2,4

A draw from above in order of SMILES length, largest number first.
SMILES,Vif-A3G inh,D1 potentiator,Vif-APOBEC3F blk,Glioma ERSR ind,D2 potentiator,RXFP1 agonist,D1 antag,LDHA block,D1 agonist
Cc1cc(C)c(S(=O)(=O)Nc2ccc3[nH]c(=O)[nH]c3c2)c(C)c1,1%,-4,-5%,-4%,3,-0.3%,-13,8,1
Cc1ccc(Cn2nnnc2CN2CCC(NC(=O)C(C)(C)C)CC2)cc1,3%,-3,-6%,-5%,8,0.3%,0,-7,3
Cc1ccc(-n2cnc3c(sc4nccc(N(C)C)c43)c2=O)cc1,0%,-1,2%,4%,1,2.6%,0,-3,1
Cn1c(N)c(C(=O)c2ccc(F)cc2F)c(=O)n(C)c1=O,0%,1,-4%,-5%,5,1.5%,-7,-5,-1
O=C(NNS(=O)(=O)c1ccccc1)c1cccc(F)c1,-1%,5,-4%,-3%,-7,-5.0%,-2,2,0

Some of the entries above in another layout:
Screens in order: Vif-A3G inh | D1 potentiator | Vif-APOBEC3F blk | Glioma ERSR ind | D2 potentiator | RXFP1 agonist | D1 antag | LDHA block | D1 agonist
COCCN(C(=O)CN1CCc2ccccc21)c1c(N)n(Cc2ccccc2)c(=O)[nH]c1=O
    -12% | · | -23% | -2% | 2 | -0.2% | 4 | 4 | 7
O=S(Cc1ccc(Br)cc1)Cc1nnc(SCc2ccc(Cl)cc2)n1-c1ccccc1 (centres undefined)
    -18% | 0 | -18% | -5% | 4 | -5.5% | 7 | 3 | 9

Source: PubChem (National Center for Advancing Translational Sciences (NCATS))
